Screening data from PubChem BioAssay.
CHO-K1 Ca antag: M1 antagonist counterscreen hit in parental CHO-K1 cells; ATP-induced calcium, Fluo-8 fluorescence; inhibition, % at 3 µM; 0.6% of 360,000 active; AID 602250;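 active means inhibition above a per-plate cutoff, the plate's mean sample inhibition plus 3 SD, cut at about 24% in these data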;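 further: 0% = DMSO plus EC80 ATP and 100% = DMSO alone without ATP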
M1 PAM parental: nonselective calcium activators in parental CHO-K1 cells, primary screen, counter-screen for M1 PAM project, cell-based, Fluo-8 calcium fluorescence, full deck, 1536-well; 0.02% of 360,000 active; activation, % at 3 µM; ATP EC20; 0% at ATP EC20, 100% at ATP max;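 active means activation above the run cutoff, the mean activation of all test compounds plus 3 SD, cut at about 40% in these data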;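 further: peak over basal fluorescence ratio in a 140 s read after ATP addition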
M1 ag parental: counter-screen for M1 agonists: effect in parental CHO-K1 cells; AID 602248, 2012; activation, % at 3 µM; 0.48% of 360,000 active; Fluo-8 calcium fluorescence; scaled to maximal ATP response, vehicle zero; in the data active means activation above about 15%;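 further: untransfected CHO-K1 host cells lacking M1 receptor as counterscreen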
V1aR counter: agonists of human V1a receptor, primary screen, counter-screen for OXTR agonist project, fluorescence, CHO-V1R cells. AID 2797, 2010. Vasopressin V1a receptor (Homo sapiens), P37288. Fluo-8 calcium fluorescence, agonist mode; 0% DMSO, 100% 3 nM vasopressin. activation, % at 3 µM. 0.25% of 320,000 active;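 active means activation above the mean activation of all tested compounds plus 3 SD, per screening run, cut at about 20% in these data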;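 further: signal is peak over basal fluorescence ratio across a 100 second FLIPR read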
TAAR1 antagonist: human TAAR1 antagonists, primary screen, Fluo-8 calcium fluorescence, CHO RD-HGA16 cells | Trace amine-associated receptor 1 (Homo sapiens), Q96RJ0 | antagonist | inhibition, % at 3 µM | 1.5% of 360,000 active | AID 624466, 2012;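 active means inhibition above a per-plate cutoff, the mean inhibition of test compounds on that plate plus 3 SD, cut at about 49% in these data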;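 further: 0% = DMSO plus EC80 beta-PEA response and 100% = DMSO alone without agonist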
Target sequence (Q96RJ0 whole entry, looked up): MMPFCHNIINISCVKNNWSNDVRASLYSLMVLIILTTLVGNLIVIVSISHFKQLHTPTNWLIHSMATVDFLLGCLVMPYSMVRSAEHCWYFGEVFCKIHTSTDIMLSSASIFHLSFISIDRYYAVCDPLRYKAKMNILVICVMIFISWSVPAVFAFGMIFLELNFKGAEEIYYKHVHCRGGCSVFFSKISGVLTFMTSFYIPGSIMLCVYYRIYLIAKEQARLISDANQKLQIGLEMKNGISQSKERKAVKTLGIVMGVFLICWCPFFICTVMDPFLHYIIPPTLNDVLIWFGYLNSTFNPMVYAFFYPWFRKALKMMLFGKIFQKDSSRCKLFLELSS
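Test system: RD-HGA16 CHO cells with stable hTAAR1 and Gα16 / Probe or stimulus: EC80 β-phenethylamine stimulus / Times: seeding 17-24 h prior, 75-min 37 °C, 30-min RT dye loading / Detection: Fluo-8 calcium-sensitive fluorescence / Read-out basis: % inhibition scaled between DMSO and EC80 PEA controls / Repeats: singlicate, one well per test compound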
OXTR potentiator: human OXTR potentiators, primary screen, fluorescence, CHO-OTR cells, Fluo-8 calcium; 0.061% of 320,000 active; AID 2445, 2010; activation, % at 3 µM; Fluo-8 calcium fluorescence, potentiator mode; 0% = oxytocin EC15, 100% = EC100;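 active means activation above that plate's cutoff, the mean activation of tested compounds plus 3 SD, cut at about 6.6% in these data, passing the limit was not always enough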;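 further: 100% uses oxytocin at 75 nM as the full agonist control; some results filed as inactive read as strong as hits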
Target sequence (P30559 whole entry, looked up): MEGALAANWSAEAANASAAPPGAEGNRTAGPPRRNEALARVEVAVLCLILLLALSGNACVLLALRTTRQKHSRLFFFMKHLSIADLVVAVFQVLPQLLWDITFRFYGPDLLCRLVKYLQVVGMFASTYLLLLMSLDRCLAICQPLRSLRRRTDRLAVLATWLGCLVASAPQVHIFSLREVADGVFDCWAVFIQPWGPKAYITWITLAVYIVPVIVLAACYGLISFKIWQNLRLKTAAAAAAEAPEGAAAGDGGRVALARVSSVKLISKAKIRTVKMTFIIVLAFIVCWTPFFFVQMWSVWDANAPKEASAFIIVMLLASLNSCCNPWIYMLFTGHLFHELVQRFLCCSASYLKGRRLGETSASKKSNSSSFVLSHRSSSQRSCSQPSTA
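Replication – single well per compound, singlicate · Assay system – CHO cell line stably expressing human OTR · Timing – 6 min pre-incubation, 100 s read · Measure – normalized max/min fluorescence ratio, % activation · Doses – 3.0 µM, one dose · Detection – Fluo-8 calcium dye fluorescence · Probe or stimulus – oxytocin near EC15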
CHO parental Ca: ATP-evoked calcium signal inhibitors, parental CHO, primary screen, counter-screen for OX1R antagonist project, cell-based, fluorescence, Fluo-8 calcium dye; parental CHO-K1, ATP-induced calcium, Fluo-8 fluorescence; inhibition, % at 5.6 µM; 0.63% of 330,000 active;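 active means inhibition above that plate's mean sample inhibition plus 3 SD, cut at about 26% in these data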;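 further: 0% = ATP-challenged DMSO wells and 100% = DMSO wells without ATP; some compounds past the cut are filed as inactive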
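Material: Parental CHO cells | Reagent: ATP | Compound dosing: Single nominal dose of 5.6 µM per compound | Detection: Intracellular calcium via Fluo-8 no-wash fluorescent dye | Read-out: % inhibition of ATP-induced calcium mobilization | Benchmarks: Low control ATP plus DMSO, high control DMSO only | Replicates: Singlicate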
M1 ag: human M1 muscarinic receptor agonists, primary screen, Fluo-8 calcium fluorescence, CHO-K1 cells, HTS | Muscarinic acetylcholine receptor M1 (Homo sapiens), P11229 | CHO-K1 hM1, agonist mode; 0% DMSO, 100% acetylcholine EC100 | 0.33% of 360,000 active | activation, % at 3 µM;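 active means activation above the run's mean compound activation plus 3 SD, cut at about 16% in these data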;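 further: peak over basal fluorescence ratio within a 140 s kinetic read after compound addition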
TAAR1 agonist: human TAAR1 agonists, primary screen, Fluo-8 calcium fluorescence, CHO RD-HGA16 cells | vehicle wells 0%, saturating PEA agonist 100% | 0.99% of 360,000 active | activation, % at 3 µM;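 active means activation above the mean activation of all test compounds in the run plus 3 SD, cut at about 38% in these data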
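Signal – calcium-sensitive Fluo-8 signal, excitation 470-495, emission 515-575 nm · System – RD-HGA16 (CHO) cells co-expressing Gα16 and hTAAR1 · Incubation – 17-24 h seeding, 75 min 37 °C dye, 30 min RT · Compound dosing – 3 µM single concentration · Repeats – no replicates (n 1)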
Numbers without * were called inactive; x = no result given.

nr	molecule	CHO-K1 Ca antag	M1 PAM parental	M1 ag parental	V1aR counter	TAAR1 antagonist
1	Cc1cc(-c2nnc(SCC(=O)Nc3nc(-c4ccccc4)cs3)o2)no1	-11.3	18.1	2.2	-0.1	-16.2
2	S=C1NCN(Cc2ccccc2)CN1C1CCCCC1	-11.3	14.2	-0.2	-0.4	-7.2
3	CCN1CCC(CNCc2cn(-c3ccc(OC)cc3)nc2-c2ccccc2Cl)C1 (configuration not stated)	-8.5	15.6	0.9	1.7	10.7
4	CCC1Oc2ccc(C)cc2N(CC(=O)NCC2CCCO2)C1=O (configuration not stated)	-14.3	17.3	1.9	0.1	3.3
5	Cc1cc(C(=O)Cn2nc(C(=O)O)c3ccccc3c2=O)c(C)n1CCc1ccc(F)cc1	0.0	5.8	1.3	-0.7	-12.8
6	C=CCN(C(=O)c1csnn1)C(C(=O)NC(C)(C)C)c1ccncc1 (configuration not stated)	-10.6	7.7	-0.2	-1.5	4.9
7	COc1cc2c(cc1OC)CN(Cc1ccc(F)cc1)CC2	-12.2	-8.7	0.1	0.1	-20.5
8	Cc1cccc(NC(=O)CSc2nc3c([nH]c4ccccc43)c(=O)n2C)c1	-9.4	20.4	0.7	-0.5	-33.1
9	COc1ccc(N2C(=O)CC(N3CCC(O)(c4cccc(C(F)(F)F)c4)CC3)C2=O)cc1 (configuration not stated)	-4.1	11.8	0.8	3.2	2.4
10	CCCCc1ccc(NC(=O)CSc2nnc(CNC(=O)c3ccco3)o2)cc1	-6.9	-1.8	10.7	6.9	-0.9
11	O=C(Nc1ccccc1C(F)(F)F)c1cc(-c2cccc(O)c2)on1	-4.8	13.8	1.1	0.3	15.6
12	CCCS(=O)(=O)n1nc(-c2ccc(Br)cc2)cc1N	-17.6	8.2	0.2	-1.9	-14.9

nr	OXTR potentiator	CHO parental Ca	M1 ag	TAAR1 agonist
1	-2.3	-15.0	-0.5	-0.3
2	-1.1	-8.7	-3.5	1.4
3	-6.1	-6.2	-15.0	0.8
4	-0.5	-1.2	-3.4	-1.3
5	0.8	-6.9	-1.6	17.1
6	-4.0	-5.8	-2.9	8.1
7	3.6	-7.5	-6.4	2.4
8	-10.9	-10.1	-11.4	3.7
9	-12.8	-10.0	-4.1	4.8
10	-17.4	-4.5	1.2	0.7
11	0.7	51.4*	-2.8	6.9
12	-6.2	-11.8	-5.6	-0.9

(list continues)
nr	molecule	CHO-K1 Ca antag	M1 PAM parental	M1 ag parental	V1aR counter	TAAR1 antagonist
13	Cc1ccc(S(=O)(=O)NCCC(=O)NCCN2CCCCCC2)cc1	0.2	-0.2	0.1	0.3	-20.5
14	COCCCNc1nc(N)c([N+](=O)[O-])c(N2CCCCCC2)n1	-14.5	5.6	4.5	2.2	15.4
15	O/N=C(/c1ccc(Cl)cc1)C1CC1c1ccccc1 (configuration not stated)	11.1	6.4	9.3	-1.2	6.0
16	CN(c1cc2c(c3c1ccn3C)C1CCC2O1)C1CCCCC1 (configuration not stated)	9.3	4.9	0.0	x	-11.8
17	CC(=O)c1cccc(-c2ccnc3c2CC(C(=O)Nc2ccc(F)c(Cl)c2)O3)c1 (configuration not stated)	6.3	-14.3	2.8	x	32.3
18	CCCCNc1nc(=S)n(-c2ccccc2)c(C)c1C(C)=O	-9.5	21.8	0.2	0.0	-1.7
19	COc1ccc(C2=NO[C@@H]3C(=O)N(c4ccc(C)cc4C)C(=O)[C@H]23)cc1OC	6.8	-6.1	0.8	5.1	-9.1
20	O=S1(=O)N=C(N2CCCc3ccccc32)c2ccccc21	-10.3	4.8	-0.1	-0.3	0.7
21	Cc1ccc(S(=O)(=O)N2CCC[C@H]2C(=O)NC2=NCCS2)cc1	-8.2	5.0	0.7	x	-5.9
22	O=C(NC(Cc1ccccc1)C(=O)NCc1ccccn1)c1ccco1 (configuration not stated)	9.3	-3.1	0.3	0.1	10.5
23	COCCN1C(=O)C(=O)/C(=C(/O)c2ccc(S(=O)(=O)N3CCOCC3)cc2)C1c1cccc(O)c1 (configuration not stated)	3.2	5.4	10.3	-0.3	-12.5
24	COc1ccc(OCCOc2ccc(S(=O)(=O)N3CCCC3)cc2[N+](=O)[O-])cc1	-4.0	-21.3	1.6	3.5	-5.2

nr	OXTR potentiator	CHO parental Ca	M1 ag	TAAR1 agonist
13	-0.9	-7.3	-14.3	0.0
14	-13.4	-18.6	-2.7	-0.9
15	-5.5	6.7	1.7	-2.9
16	x	x	-12.2	7.3
17	x	x	1.4	3.5
18	-10.0	-7.8	-9.9	1.9
19	-10.7	-9.7	1.5	8.3
20	-10.8	-4.6	-4.7	6.0
21	x	x	-0.9	2.2
22	1.2	-6.0	-5.0	11.6
23	-3.8	-9.5	3.4	3.4
24	-6.9	-10.0	-2.4	-1.5

The listing continues:
nr	molecule	CHO-K1 Ca antag	M1 PAM parental	M1 ag parental	V1aR counter	TAAR1 antagonist
25	Cn1c(=O)c2[nH]c(N3CCN(c4ccccc4)CC3)nc2n(C)c1=O	-10.3	12.0	0.1	-1.0	1.3
26	CC1(C)CC(=O)C=C(NCCN2CCN(C(=O)Nc3ccccc3)CC2)C1	0.0	7.3	0.2	-0.5	1.5
27	CCOc1ccc(NS(=O)(=O)c2ccc(N)cc2)cc1	-8.5	7.9	0.6	1.4	5.0
28	COc1ccc(C2=Nn3c(nnc3-c3ccccc3OC)SC2)cc1OCC1CC1	-19.9	24.6	-0.1	0.0	10.4
29	COc1ccc(-c2cc3c(=O)n(CC(=O)NCCCN4CCC(N5CCCCC5)CC4)nc(C)n3n2)cc1	4.8	-11.8	0.5	1.4	-19.1
30	CCC[n+]1c(C)sc2c3c(ccc21)CCCC3	-10.0	0.3	0.1	-1.1	x
31	COc1ccc(C2CC(C(F)(F)F)n3nc(C(=O)NCc4cn(C)nc4C)c(Cl)c3N2)cc1 (configuration not stated)	-13.0	15.3	5.6	7.8	-8.9
32	COc1ccc(/C=C/CN2CCN(Cc3cccc(OC)c3)C(CCO)C2)cc1 (configuration not stated)	-6.0	13.7	0.7	1.4	7.2
33	Cc1cc(C)c(NC(=O)CN2CCCCCC2)c(C)c1	6.3	-19.0	-0.1	0.9	6.5
34	O=C(O)Cc1ccc2sc(-c3ccccc3)nc2c1	-9.9	17.7	0.3	0.4	7.0
35	O=C(CCS(=O)(=O)c1ccc(Cl)cc1)OCC(=O)N1CCCCC1	8.3	-5.0	0.4	2.0	-7.0
36	CC1CC1C(=O)OCC(=O)Nc1cc(S(=O)(=O)N2CCCCC2)ccc1Cl (configuration not stated)	7.6	14.9	0.2	0.7	-6.6

nr	OXTR potentiator	CHO parental Ca	M1 ag	TAAR1 agonist
25	-7.6	-4.7	-0.8	17.8
26	2.5	-10.4	-4.3	9.3
27	-7.2	-1.1	-1.3	6.2
28	-3.1	-1.9	-9.9	-1.6
29	-5.4	1.0	5.2	-0.2
30	-3.7	4.0	-9.1	x
31	-9.2	4.8	-2.8	4.2
32	-1.3	-15.7	-6.5	1.6
33	-4.8	1.9	-6.2	-1.3
34	-4.3	2.5	-2.0	0.1
35	-5.8	1.8	-0.7	7.7
36	-8.7	-10.2	-4.3	3.9

(cont.)
nr	molecule	CHO-K1 Ca antag	M1 PAM parental	M1 ag parental	V1aR counter	TAAR1 antagonist
37	CC(NC(=O)COc1ccccc1Cl)c1ccccc1 (configuration not stated)	-1.4	-4.1	0.7	-1.3	-19.1
38	CCOCCOC(=O)C(C)Sc1n[nH]c(=O)[nH]c1=O (configuration not stated)	-9.6	18.4	0.2	1.2	7.1
39	CCN(CC)CC(C)(C)COC(=O)c1oc2ccccc2c1C	-10.6	-6.4	0.1	-0.5	-22.6
40	Cc1cc(OCC(=O)c2ccc(Br)cc2)ccc1N1C(=O)CCC1=O	-7.6	5.5	0.6	1.9	-0.3
41	CCOC(=O)CNC(=O)C1Cc2ccccc2CN1S(=O)(=O)c1cccs1 (configuration not stated)	-17.6	19.7	0.7	0.8	16.2
42	COc1cc(Cl)cc(NC(=O)CCN2CCN(C)CC2)c1	-10.3	10.6	0.7	0.8	-3.0
43	CC1(C)Cc2c(sc(NC(=O)COc3ccc(Cl)cc3)c2C#N)C(C)(C)N1	-14.8	3.2	3.5	6.5	x

nr	OXTR potentiator	CHO parental Ca	M1 ag	TAAR1 agonist
37	-0.1	-11.5	-4.3	6.1
38	-7.3	-5.7	-0.8	0.9
39	-9.6	-7.4	-7.1	5.2
40	-1.9	-9.8	-3.8	7.0
41	-0.2	-18.9	0.5	6.0
42	-2.5	-2.3	-4.3	25.9
43	-5.3	-11.3	-6.5	x

Compound profiles, as listed above. Order of values: CHO-K1 Ca antag, M1 PAM parental, M1 ag parental, V1aR counter, TAAR1 antagonist, OXTR potentiator, CHO parental Ca, M1 ag, TAAR1 agonist
CCOC(=O)CNC(=O)C1Cc2ccccc2CN1S(=O)(=O)c1cccs1 (configuration not stated) is listed as -17.6, 19.7, 0.7, 0.8, 16.2, -0.2, -18.9, 0.5, 6.0
Cc1cc(OCC(=O)c2ccc(Br)cc2)ccc1N1C(=O)CCC1=O is listed as -7.6, 5.5, 0.6, 1.9, -0.3, -1.9, -9.8, -3.8, 7.0
